# NCI-60 one-dose screen, 48 h, at 10 µM unless noted. Numbers give growth in % (100 = growth as untreated, 0 = no growth, -100 = all killed).
# U251: U251 CNS tumor cells | AID 1794753 | 80,000 compounds, 5.4% hits
# SF-539: SF-539 CNS cancer; 81,000 compounds, 6.8% hits; AID 1794752
# SF-295: SF-295 CNS cancer cells; 79,000 compounds, 5.6% hits
# SF-268: SF-268 CNS cancer cells | AID 1794759 | 82,000 compounds, 3.1% hits
# NCI-H23: NCI-H23 lung cancer | 80,000 compounds, 4% hits | AID 1794731
# CAKI-1: CAKI-1 renal cancer | 75,000 compounds, 4.7% hits | AID 1794772
# A498: A498 renal cancer cells; AID 1794774; 76,000 compounds, 5.4% hits
# SNB-19: SNB-19 CNS cancer cells | 81,000 compounds, 2.5% hits | AID 1794751
# SNB-75: SNB-75 CNS cancer; 79,000 compounds, 5% hits; AID 1794750
# An asterisk follows results filed as active; / = no result given. The calls were made as follows: active = growth percent below 10; inactive = the rest.
entry	mol	SF-295	U251	SF-268	NCI-H23	CAKI-1	SF-539	A498	SNB-75	SNB-19
1	O=C(O)CCNC(=O)c1ccccc1	103	103	110	103	101	109	106	103	105
2	CN(C)CC1C(=O)O[C@H]2[C@H]1CC/C(COC(=O)c1cc3ccccc3[nH]1)=C\CC[C@@]1(C)O[C@@H]21 (stereo not given in full)	32	-61*	-60*	18	-14*	-38*	5.2*	-60*	50
3	CCN1/C(=C/C=C/C=C/c2sc3ccccc3[n+]2CC)Sc2ccccc21	-24*	-6.9*	-75*	-23*	-0.8*	-57*	9.5*	-46*	-5.2*
4	COc1c(O[C@@H]2OC(CO)[C@@H](O)[C@H](O)C2O)cc2oc3cc(O)c(CC=C(C)C)c(O)c3c(=O)c2c1CC=C(C)C (stereo not given in full)	96	97	102	102	103	102	96	94	97
5	COc1cc(-c2nc(C(=O)NCC(=O)O)nn2-c2ccc(Cl)cc2)cc(OC)c1OC	95	97	108	97	/	102	107	115	109
6	CCn1cc(C(=O)O)c(=O)c2cc(F)c(N3CCN(CC(=O)Nc4ccc(/C(C)=N/OC)cc4)CC3)cc21	92	94	94	91	/	93	93	77	92
7	CN(Cc1ccccc1)S(=O)(=O)/N=C1\NC(=O)NC1=C(Cl)Cl	99	19	56	66	87	0.4*	71	107	69
8	CC1(CO)CCCC12OCCO2 (stereo not given)	82	102	110	106	101	96	94	97	105
9	CC(=O)c1cc(Cl)ccc1O	94	107	104	106	107	89	100	95	113
10	O=S(=O)(CS(=O)(=O)c1ccccc1)c1ccccc1	108	105	99	102	97	100	78	102	104
11	O=C(Nc1nc(-c2ccc(Br)cc2)cs1)c1cc(-c2ccc(Cl)cc2)nc2ccccc12	80	75	82	65	/	97	44	108	98
12	O=C1CC(=O)N(c2cn3c(-c4ccccc4)csc3n2)N1	/	84	99	91	76	88	78	63	91

entry	mol	SF-295	U251	SF-268	NCI-H23	CAKI-1	SF-539	A498	SNB-75	SNB-19
13	CC(C)C(=O)NC1CCCCC1	107	102	107	102	101	110	88	97	104
14	O=C(Nc1ccc(S(=O)(=O)O)cc1)c1ccc([N+](=O)[O-])cc1	117	114	124	98	120	91	113	100	93
15	Clc1ccc(C2=CSCCS2)cc1	128	102	103	105	75	116	102	100	111
16	O=[N+]([O-])c1ccc(C2Oc3ccc(Br)cc3C3CC(c4cccs4)=NN32)cc1 (stereo not given)	89	87	78	96	68	88	97	80	96
17	OC(CNCC1CCCO1)Cn1c2ccc(Cl)cc2c2cc(Cl)ccc21 (stereo not given)	84	77	64	94	73	83	68	75	59
18	C/C(=N\N=C1\SCC(=O)N1c1ccccc1)c1cc2ccccc2oc1=O	100	105	96	102	88	97	/	107	101
19	COc1ccc(C(=O)C2C(c3ccc(OC)cc3)C3CCCN3C23C(=O)Nc2ccccc23)cc1 (stereo not given)	90	96	92	89	69	99	107	67	87
20	Cc1cn(C2CC(O)C(O)C(CO)O2)c(=O)[nH]c1=O (stereo not given)	78	/	105	104	92	100	/	80	100
21	Nc1ccc(-c2cc(-c3ccccn3)[nH]n2)cc1	90	103	116	108	74	109	102	107	105
22	Brc1ccc(SSc2ccc(Br)cc2)cc1	52	66	59	73	106	56	71	77	88
23	CCOC(=O)c1c(C)[nH]c2ccc(O)cc12	111	97	98	103	98	98	111	100	101
24	O=C1/C(=C/c2cccc(OCc3ccccc3Cl)c2)N=C2OCCCN12	99	84	92	94	/	105	94	76	94

entry	mol	SF-295	U251	SF-268	NCI-H23	CAKI-1	SF-539	A498	SNB-75	SNB-19
25	O=C1NC(=S)N[C@@H]1CC(=O)n1c(-c2ccccc2)nc2ccccc21	99	/	99	91	90	97	60	65	90
26	CC1CN(Cc2ccccc2)C(=S)NC1=O (stereo not given)	111	117	99	109	102	100	/	91	110
27	NNc1ncnc2cccc(Cl)c12	99	95	107	100	107	97	108	101	103
28	O=C(OCc1ccccc1)C(Cc1ccccc1)NC(=O)C(Cc1ccc(O)cc1)N(C(=O)OCc1ccccc1)C(=O)OCc1ccccc1 (stereo not given)	98	96	103	95	97	101	111	92	102
29	COc1cc(CNC(=O)/C=C/c2ccccc2)ccc1OCc1cn(-c2ccccc2[N+](=O)[O-])nn1	101	102	101	102	85	95	97	91	96
30	CC(=O)C1C(=O)C(=O)N(c2ccc([N+](=O)[O-])cc2Cl)C1=O (stereo not given)	111	96	106	102	101	102	84	99	100
31	Cc1cc(N2CCCCC2)nc(N(CCNc2ccnc3cc(Cl)ccc23)Cc2ccco2)n1	49	14	61	9.3*	/	31	61	44	-70*
32	Brc1c(-c2ccncc2)nc2sccn12	98	95	55	97	67	89	81	103	102
33	O=c1[nH]c(CN2CCCC2c2nc3ccccc3s2)nc2sc3c(c12)CCC3 (stereo not given)	106	100	121	90	126	97	102	74	89
34	O=C(Cn1c(=O)ccn(CCCCCCOc2ccc(Br)cc2)c1=O)Nc1ccc(Oc2ccccc2)cc1	59	65	72	49	/	61	55	81	66
35	CCOC(=O)CC1CCN(c2ccc3nnc(Cl)n3n2)CC1	87	103	101	88	84	91	86	90	99
36	Nc1nc(Nc2ccc(Br)cc2)nn1Cc1cccc(Br)c1	99	91	85	84	62	84	76	77	98

entry	mol	SF-295	U251	SF-268	NCI-H23	CAKI-1	SF-539	A498	SNB-75	SNB-19
37	Cc1cc2nc3c4ccccc4n(CCNCCN(C)C)c3nc2cc1C	20	37	42	31	14	-80*	75	43	35
38	COc1ccc(OC)c(Nc2nnc(-c3ccc(O)c(OC)c3)o2)c1	100	65	69	71	30	50	6.2*	15	70
39	COc1cccc(-c2ccc(S(=O)(=O)Nc3ccc4c(c3)N(C(=O)C3CC3)CCC4)cc2)c1	66	81	82	56	48	91	53	71	68
40	O=C(O)c1cn(C2CC2)c2cc(N3CCN(C(=O)CN4C(=O)S/C(=C/c5cccc([N+](=O)[O-])c5)C4=O)CC3)c(F)cc2c1=O	97	100	95	101	95	96	77	87	102
41	Nc1cc2c(cc1Cl)C(=O)c1ccccc1C2=O	35	-34*	45	0.9*	42	-82*	103	31	36
42	O=C(Nc1ccc(Oc2ccc(=O)[nH]n2)cc1)Nc1ccc(Cl)c(C(F)(F)F)c1	/	87	98	93	/	100	85	89	92
43	Cc1ccc(=O)n(-c2ccc(C3=NCCCN3)cc2)c1	97	93	98	93	94	102	75	91	101
44	CCC/C(=C\c1ccc(OCOC)c(OCOC)c1)C(=O)NC(Cc1ccccc1)C(=O)C(=O)NCc1ccccc1 (stereo not given)	82	95	97	99	87	105	89	95	91
45	Cn1c(=O)c2c(nc(CCC(=O)O)n2C)n(C)c1=O	93	93	99	98	105	98	97	101	94
46	O=c1[nH]nc(-c2ccc(Br)cc2)c2sc(NC(=S)Nc3ccc(Cl)cc3)nc12	97	108	100	84	/	103	100	96	103
47	CCc1ccc(SC2c3ccc(N(CC)CC)cc3Oc3nc(N)c(C#N)c(N)c32)cc1 (stereo not given)	-76*	-71*	-24*	-85*	-47*	-94*	-8.5*	13	-95*
48	Nc1ncc(-c2ccc3ncnc(N4CCc5cc(F)c(F)cc54)c3c2)cn1	21	41	30	38	15	19	-43*	27	43

# Taken from above:
# cpd 41 | NCI-H23 = 0.9*
# cpd 43 | SNB-19 = 101

# (next part)
entry	mol	SF-295	U251	SF-268	NCI-H23	CAKI-1	SF-539	A498	SNB-75	SNB-19
49	Fc1cccc(-c2cnn3cc(-c4ccccc4)cnc23)c1	81	85	82	88	75	78	97	79	88
50	O=C(O)c1ccc(-n2cc(CNc3ccc(Cl)c(Cl)c3)c(-c3ccc(F)cc3)n2)cc1	68	78	102	83	93	97	97	120	96
51	O=C(O)c1ccc(Cn2c(=O)sn(CCCl)c2=O)cc1	114	115	99	103	/	101	114	96	108
52	CSC(=NCCCCN=C(NS(=O)(=O)c1ccc(Cl)cc1)SC)NS(=O)(=O)c1ccc(Cl)cc1	103	63	82	92	100	93	82	81	85
53	CCCSc1ncnc2[nH]ncc12	118	104	96	107	90	101	86	86	101
54	CC1=C(C(=O)Nc2cccc(C(F)(F)F)c2)C(c2ccc(Cl)cc2)C2=C(CC(C)(C)CC2=O)N1 (stereo not given)	/	62	70	63	51	83	52	58	78
55	O=C(/C=C/c1ccc(Cl)cc1)c1ccc(Nc2nc(NCCO)nc(N3CCOCC3)n2)cc1	95	46	82	95	78	90	93	65	92
56	CC(CCSCCO)SCCO (stereo not given)	104	92	96	104	106	99	52	90	105
57	CN(C)CCCC(C#N)(CCN(C)C)c1ccccc1 (stereo not given)	90	106	94	106	84	93	97	50	93
58	Cc1ccc(NC=O)cc1C	109	96	116	94	99	112	79	108	105
59	COc1cc(-c2nn(-c3ccc(F)cc3)cc2C(=O)O)ccc1O	100	112	89	88	/	96	94	84	111
60	COc1cc(C2C=C(C)N=C3SC=CN32)cc(OC)c1OC (stereo not given)	108	103	104	108	97	116	106	95	107

entry	mol	SF-295	U251	SF-268	NCI-H23	CAKI-1	SF-539	A498	SNB-75	SNB-19
61	Cc1nc(NCc2ccco2)c2c3c(sc2n1)CCC3	90	100	91	90	66	100	/	84	89
62	CC1=C(c2cc(-c3ccc(N(C)C)cc3)nc(=O)[nH]2)C(c2ccccc2)NC(=S)N1 (stereo not given)	98	104	92	104	92	99	/	82	105
63	COc1ccc(C(=O)CSc2nc(-c3cccc([N+](=O)[O-])c3)c(C#N)c(=O)[nH]2)cc1	106	97	97	102	89	99	102	76	95
64	C/C(=C(/c1ccccc1)c1ccc(N2C(=O)c3cccc4c(N5CCN(c6ccccc6)CC5)ccc(c34)C2=O)cc1)c1ccccc1	96	102	95	84	84	91	107	87	97
65	CC(=O)c1cccc(OCCCOc2cccc(C(C)=O)c2)c1	103	99	97	103	95	107	111	102	105
66	Oc1ccc(CCn2c(O)c(/C=C3\CN=c4ccccc4=N3)sc2=S)cc1	94	80	75	59	34	21	37	23	82
67	C(=C\c1ccc2ccccc2n1)/c1ccccc1	93	88	94	84	74	107	/	95	96
68	C[C@@H]1CN(Cc2ccc(F)cc2)[C@@H](C)CN1C(=O)c1cc2c(C(=O)C(=O)N(C)C)cn(C)c2cc1Cl	86	66	81	98	83	115	91	86	88
69	O=C(CNc1nc(-c2cccc([N+](=O)[O-])c2)cs1)Nc1ccc(Cl)cc1	108	108	105	104	98	104	100	97	102

# 19 structures from above, sorted by molecular weight, ascending.
entry	mol	SF-295	U251	SF-268	NCI-H23	CAKI-1	SF-539	A498	SNB-75	SNB-19
58	Cc1ccc(NC=O)cc1C	109	96	116	94	99	112	79	108	105
53	CCCSc1ncnc2[nH]ncc12	118	104	96	107	90	101	86	86	101
56	CC(CCSCCO)SCCO (stereo not given)	104	92	96	104	106	99	52	90	105
67	C(=C\c1ccc2ccccc2n1)/c1ccccc1	93	88	94	84	74	107	/	95	96
57	CN(C)CCCC(C#N)(CCN(C)C)c1ccccc1 (stereo not given)	90	106	94	106	84	93	97	50	93
61	Cc1nc(NCc2ccco2)c2c3c(sc2n1)CCC3	90	100	91	90	66	100	/	84	89
49	Fc1cccc(-c2cnn3cc(-c4ccccc4)cnc23)c1	81	85	82	88	75	78	97	79	88
65	CC(=O)c1cccc(OCCCOc2cccc(C(C)=O)c2)c1	103	99	97	103	95	107	111	102	105
60	COc1cc(C2C=C(C)N=C3SC=CN32)cc(OC)c1OC (stereo not given)	108	103	104	108	97	116	106	95	107
48	Nc1ncc(-c2ccc3ncnc(N4CCc5cc(F)c(F)cc54)c3c2)cn1	21	41	30	38	15	19	-43*	27	43
69	O=C(CNc1nc(-c2cccc([N+](=O)[O-])c2)cs1)Nc1ccc(Cl)cc1	108	108	105	104	98	104	100	97	102
66	Oc1ccc(CCn2c(O)c(/C=C3\CN=c4ccccc4=N3)sc2=S)cc1	94	80	75	59	34	21	37	23	82
62	CC1=C(c2cc(-c3ccc(N(C)C)cc3)nc(=O)[nH]2)C(c2ccccc2)NC(=S)N1 (stereo not given)	98	104	92	104	92	99	/	82	105
63	COc1ccc(C(=O)CSc2nc(-c3cccc([N+](=O)[O-])c3)c(C#N)c(=O)[nH]2)cc1	106	97	97	102	89	99	102	76	95
50	O=C(O)c1ccc(-n2cc(CNc3ccc(Cl)c(Cl)c3)c(-c3ccc(F)cc3)n2)cc1	68	78	102	83	93	97	97	120	96
55	O=C(/C=C/c1ccc(Cl)cc1)c1ccc(Nc2nc(NCCO)nc(N3CCOCC3)n2)cc1	95	46	82	95	78	90	93	65	92
54	CC1=C(C(=O)Nc2cccc(C(F)(F)F)c2)C(c2ccc(Cl)cc2)C2=C(CC(C)(C)CC2=O)N1 (stereo not given)	/	62	70	63	51	83	52	58	78
68	C[C@@H]1CN(Cc2ccc(F)cc2)[C@@H](C)CN1C(=O)c1cc2c(C(=O)C(=O)N(C)C)cn(C)c2cc1Cl	86	66	81	98	83	115	91	86	88
64	C/C(=C(/c1ccccc1)c1ccc(N2C(=O)c3cccc4c(N5CCN(c6ccccc6)CC5)ccc(c34)C2=O)cc1)c1ccccc1	96	102	95	84	84	91	107	87	97

# Source: PubChem BioAssay (NCI)
